# Source: PubChem (several laboratories)
# WT yeast gro inh – growth inhibition of WT strain, primary screen, mitochondrial fusion inhibitor project, WT and mutant strains, chemical genetic | mitochondrial fusion phenotypic screen | inhibition, % at 10 µM | actives 2.1% (n = 190,000); in the data active = inhibition above about 58%; tested in S. cerevisiae
# GPR35 antagonists – GPR35 antagonists blocking zaprinast-driven arrestin recruitment, primary screen, imaging, U2OS, beta-arrestin-GFP, zaprinast agonist (AID 2058). actives 0.052% (n = 290,000). one-dose inhibition, % at 10 µM; IC50 in µM for titrated hits. U2OS GPR35 beta-arrestin-GFP translocation imaging, zaprinast antagonism; higher % means a stronger effect;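 active = inhibition of at least 50% with at least 30 cells and total cytoplasm GFP at most 10,000,000; inconclusive = under 30 cells or total GFP of 10,000,000 plus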
# K1F lysis inhibition – inhibition of K1F phage lysis, E. coli UTI89, bacterial capsule biogenesis inhibitors, alamar blue (AID 488966); one-dose inhibition, % at 100 µM; IC50 in µM for titrated hits; E. coli UTI89 K1F phage lysis, alamar blue, 2 h; higher % means a stronger effect; actives 0.02% (n = 340,000);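 active = phage lysis inhibition, versus mean bacterial control, above a set limit; inconclusive = no clear call, values can overlap the other calls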;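 also: capsule biogenesis inhibitors block K1F phage lysis so surviving cells raise fluorescence; higher fluorescence means more inhibition of phage lysis; actives were called in the ten point dose series up to 300 µM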
# AID2073 – inhibitors of Mint1-CaV2.2 protein interaction, biochemical, HTRF (AID 2073); actives 0.19% (n = 290,000); HTRF protein-protein interaction, Mint1-CaV2.2; higher % means a stronger effect; one-dose inhibition, % at 20 µM; IC50 in µM for titrated hits; in the data active = inhibition mostly above about 51%, no sharp cut-off; inconclusive = no clear call, values can overlap the other calls; inactive = mostly below about 53%; also: some results filed as inactive read as strong as hits
# LYP phosphatase – inhibitors of LYP phosphatase, biochemical, fluorescence intensity, uHTS (AID 1779); Tyrosine-protein phosphatase non-receptor type 22 (Homo sapiens); recombinant LYP phosphatase, fluorescence intensity; higher % means a stronger effect; inhibition, % at 11.5 µM; hits with a dose series show IC50 in µM; actives 0.054% (n = 290,000); in the data active = inhibition above about 50%;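 also: plate controls were vehicle with enzyme for no effect and no enzyme for full effect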
# RSV antiviral HEp-2 – RSV antiviral activity via CPE protection, HEp-2 cells, primary 10 µM value included (AID 2391); HEp-2 cells, RSV-induced CPE inhibition; higher % means a stronger effect; CPE inhibition, % at 10 µM; hits with a dose series show IC50 in µM; actives 0.13% (n = 310,000); in the data active = a potency from the dose series; inconclusive = CPE inhibition mostly from about 23% at the one dose, without a potency; inactive = the rest, 99 in 100 with CPE inhibition below about 21%; also: strong numbers were not always called active
# NTR1 ag – agonists of NTR1, primary screen, imaging, U2OS cells, beta-arrestin-GFP, high content (AID 493036) | actives 0.17% (n = 330,000) | activation, % at 20 µM | NTR1-U2OS beta-arrestin-GFP spot imaging, agonist mode | Neurotensin receptor type 1 (Homo sapiens), P30989;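 active = activation at or above 40% of the spot to cytoplasm intensity ratio, with at least 20 cells analyzed; inconclusive = wells under 20 cells, flagged as cytotoxic or low count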;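 also: 0% = DMSO without peptide and 100% = 100 nM NTR1 peptide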
# Target sequence (P30989 whole entry, looked up): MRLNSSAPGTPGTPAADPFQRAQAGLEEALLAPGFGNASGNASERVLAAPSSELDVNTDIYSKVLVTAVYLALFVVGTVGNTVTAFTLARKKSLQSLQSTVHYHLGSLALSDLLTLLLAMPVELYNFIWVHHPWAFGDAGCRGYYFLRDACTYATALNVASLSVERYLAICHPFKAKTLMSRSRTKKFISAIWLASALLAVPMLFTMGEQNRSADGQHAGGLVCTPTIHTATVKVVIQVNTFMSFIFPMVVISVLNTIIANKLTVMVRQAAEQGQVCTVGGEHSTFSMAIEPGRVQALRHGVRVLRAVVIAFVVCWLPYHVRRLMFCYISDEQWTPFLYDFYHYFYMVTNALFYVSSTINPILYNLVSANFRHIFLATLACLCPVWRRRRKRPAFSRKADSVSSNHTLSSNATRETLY
# Dengue-2 NS5 capping – Dengue-2 NS5 methyltransferase inhibitors, primary screen, biochemical, confirmation dose response (AID 588689); Genome polyprotein (Dengue virus type 2 (strain 16681-PDK53)); Dengue-2 NS5 methyltransferase capping enzyme assay, biochemical; higher % means a stronger effect; inhibition, % at 25 µM; hits with a dose series show IC50 in µM; actives 0.3% (n = 340,000); in the data active = a potency from the dose series; inconclusive = inhibition above about 29% without an active follow-up result
# Autophagy HCS – autophagy modulators in MEF cells, primary screen, imaging, high-content, MEF GFP-LC3; MEF GFP-LC3 puncta imaging; test concentration mostly 10 µM; calls only at 10 µM (by protocol); actives 0.98% (n = 190,000); AID 463193, 2010;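 active = percentage of spot-positive cells more than 3 SD above its plate mean, without a fluorescence outlier flag or 80% toxicity; inconclusive = no clear call, values can overlap the other calls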;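 also: spot-positive cell cutoff set from DMSO-treated cells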
# WT yeast gro inh mutant strain – second read-out of WT yeast gro inh, no call of its own (marks repeat the call); inhibition, %; mitochondrial fusion phenotypic screen, mutant strain inhibition
# Autophagy HCS cell loss 18 h – further read-out of Autophagy HCS, marked with its call; toxicity, %; measured here: cell loss, nuclei count;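 cell loss after 18 h compound exposure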
# NTR1 ag cell count 20 µM – also measured in NTR1 ag; calls as there; cell count; measured here: cell count, cytotoxicity flag
# * hit, by the source's call; i = inactive; ? = inconclusive; / = no result given; & = joins results of further samples; [ ] = remark or other dose.
SMILES,WT yeast gro inh,WT yeast gro inh mutant strain,GPR35 antagonists,K1F lysis inhibition,AID2073,LYP phosphatase,RSV antiviral HEp-2,NTR1 ag,NTR1 ag cell count 20 µM,Dengue-2 NS5 capping,Autophagy HCS,Autophagy HCS cell loss 18 h
COc1cc2c(cc1OC)-c1cc(Nc3cccc(C)c3)nc(=O)n1CC2,/,/,6%,-0.4%,7%,-4%,4.8%,2.3,99,-3%,/,/
COc1cccc(NC(=O)c2cc3ccccc3o/c2=N\O)c1,/,/,-10%,0.7%,16%,-8%,9.6%,37,56,-1%,/,/
COC(=O)c1[nH]c2cc(OC)ccc2c1N=CN(C)C,/,/,-2%,1.5%,-10%,-2%,2.2%,2.0,57,-7%,/,/
COc1ccc(C(=O)Nc2ccccc2N2CCCC2)cc1,/,/,-9%,0.4%,4%,-1%,-1.2%,-0.3,61,-1%,/,/
Cc1ccc2cn[nH]c2c1NC(N)=S,-3,-7,-1%,-0.1%,10%,-2%,0.7%,1.9,79,-7%,i,-3
Cc1nc2nc(C)c(NS(=O)(=O)c3ccc(C4CCCCC4)cc3)c(=O)n2[nH]1,/,/,10%,-0.1%,-3%,-12%,0.1%,-1.1,32,-5%,/,/
CCN1C(=O)c2ccccc2Sc2ccc(C(=O)O)cc21,/,/,-4%,0.3%,10%,-9%,2.3%,-0.9,99,2%,/,/
CC(=O)Nc1ccc(NC(=O)C2c3ccccc3Oc3ccccc32)cc1,-4,0,3%,0.6%,45%,-6%,2.3%,0.6,70,-8%,i,20
COc1ccc([N+](=O)[O-])cc1NC(=O)c1cccnc1,/,/,-7%,-0.1%,10%,-7%,-0.5%,2.3,63,-12%,/,/
O=C(CSc1n[nH]c(=O)n1-c1ccccc1)Nc1ccccc1C(F)(F)F,/,/,3%,0.4%,2%,-14%,1.0%,0.6,62,-3%,/,/
CCc1nc(C)cn1S(=O)(=O)c1cc(OC)c(C)cc1C,/,/,3%,0.3%,-12%,-2%,1.0%,0.2,41,4%,i,-9
CCCN1C2CCCC1CC(NC(=S)Nc1ccc(OC)cc1)C2 (stereo not given),-5,-15,17%,0.3%,-11%,-4%,0.8%,-1.5,21,-4%,i,-2
O=C(N/C(=C/c1ccc(F)cc1)C(=O)N1CCCCC1)c1ccco1,/,/,-11%,0.7%,12%,-5%,0.2%,0.6,71,1%,/,/
O=C1CC2(CCN(C(=O)c3c(F)cccc3F)CC2)Oc2ccccc21,/,/,/,0.3%[50 µM],/,/,1.2%,1.5,57,3%,/,/
CCc1ccc(C(=O)CN2C(=O)C(C)N(c3ccc(C)cc3)C2=O)cc1 (stereo not given),9,2,16%,0.0%,0%,3%,2.1%,-0.5,70,-7%,i,-2
CN(C)c1ccc(/C=C/C(O)=C2/C(=O)N(C)C3(C)CC2c2ccccc2O3)cc1 (stereo not given),11,6,4%,/,11%,10%,21%,/,/,/,i,0
COc1ccc(NC(=O)Nc2cccs2)cc1Cl,12,12,-10%,-0.4%,5%,-1%,?,0.5,95,-29%,i,22
CCC(CC)C(=O)c1c[nH]c(C(=O)N2CCN(c3ccccc3)CC2)c1,-6,-3,-2%,-1.4%,7%,-8%,-0.6%,0.5,24,-9%,i,5
CC(C)(O)c1ccccc1CC[C@@H](SCC1(CC(=O)O)CC1)c1cccc(/C=C/c2ccc3ccc(Cl)cc3n2)c1,/,/,/,0.5%,/,/,-0.9%,6.5,67,-7%,/,/
O=C(Nc1ccc2nc(-c3ccc(Br)o3)[nH]c2c1)c1ccco1,15,2,2%,0.1%,-19%,6%,11%,0.8,65,-8%,i,-10
Cc1cc(C(=O)OCC(=O)NC2CCS(=O)(=O)C2)c2ccccc2n1 (stereo not given),11,-4,?,0.3%,-2%,-6%,0.2%,-0.6,63,0%,i,5
O=C(CSc1n[nH]c(-c2ccccc2)n1)Nc1ccccc1O,/,/,-2%,0.2%,9%,-5%,0.9%,0.2,45,-1%,/,/
COc1ccc(-c2noc(CCC(=O)NCCCN3CCC(C)CC3)n2)cc1,-7,-37,2%,7.7%,10%,-6%,-0.6%,1.7,41,-7%,i,-8
COc1ccccc1C(=O)COC(=O)CN1C(=O)C2CC=CCC2C1=O (stereo not given),/,/,/,1.6%[50 µM],/,/,-2.0%,0.3,51,-6%,/,/
COc1ccc(/C=C/c2nc3cc(-c4ccccc4)ccc3o2)cc1O,67*,5.9*,3%,0.1%[50 µM],25%,-5%,51%,8.9,43,-2%,i,-13
CC(C)(C)NC(=S)NCc1ccc2c(c1)OCO2,-3,15,-2%,4.1%,-8%,-6%,1.7%,2.6,46,-4%,i,-5
Cc1ccc(C)c(Oc2cc(F)nc(N)n2)c1,/,/,10%,-0.2%,10%,-8%,1.3%,-0.8,88,-10%,/,/
CC(C)(CO)NC(=S)NCc1ccco1,/,/,1%,/,-26%,-8%,1.2%,-1.0,40,/,/,/
Cn1cnnc1SCC(=O)c1c(N)n(Cc2ccccc2)c(=O)n(C)c1=O,4,12,-7%,/,-2%,-8%,1.9%,-0.1,38,/,i,-4
Cc1ccc(C)c(NC(=O)CN(C)C(=O)c2cc([N+](=O)[O-])ccc2N2CCOCC2)c1,/,/,/,0.7%[50 µM],/,/,-1.5%,-0.8,62,1%,/,/
O=C(Nc1ccccc1)N1CCSCC1,-2,-11,-9%,-0.2%,4%,-5%,2.3%,-1.7,37,-10%,i,-1
Cc1n[nH]c(C)c1CCC(=O)N/N=C/c1c(C)[nH]c2ccccc12,/,/,1%,0.6%,4%,0%,/,1.7,54,-6%,/,/
C#CCOC(=O)c1ccc(-n2cncn2)nc1,0,3,0%,5.8%,-11%,-11%,1.1%,-0.7,48,4%,i,5
CNC(=O)/C(C#N)=C/c1c(N2CC(C)OC(C)C2)nc2ccccn2c1=O (stereo not given),-3,-22,-15%,1.9%[50 µM],6%,-10%,2.3%,0.4,88,-1%,i,-2
CCOC(=O)c1c(N2C(=O)C3CC(C)=C(C)CC3C2=O)sc(C)c1C (stereo not given),-11,3,-2%,-0.9%[50 µM],-3%,-4%,0.5%,0.2,50,-3%,i,-5
O=C(CSc1nnc2sc3ccccc3n12)N1CCN(c2ccccc2)CC1,5,14,4%,-0.7%,8%,0%,1.9%,1.0,65,0%,i,-2
O=c1[nH]cnc2scc(-c3ccccc3)c12,-5,-8,-21%,0.3%,-4%,-8%,3.1%,0.7,49,-5%,i,13
Cc1ccc(OCCn2ncc3ccccc3c2=O)c(C)c1,/,/,8%,0.2%,12%,-3%,1.5%,1.4,75,3%,/,/
NC(=S)N=Nc1c(O)n(Cc2ccccc2)c2ccccc12,-6,2,-2%,0.3%,-3%,4%,0.6%,8.0,49,0%,i,11
CCOc1ccccc1-n1c(SCC(N)=O)nnc1-c1ccc(O)cc1,-10,-7,14%,5.2%,-15%,-6%,0.0%,2.1,57,-4%,i,3
CSc1ccccc1NC(=O)Cn1ccsc1=N,6,-23,-4%,-3.1%,3%,-7%,0.1%,0.9,48,5%,i,14
CCN(CC)S(=O)(=O)c1cc(NC(=O)C2=COCCO2)ccc1Cl,/,/,/,3.3%[50 µM],/,/,0.5%,1.5,66,-6%,/,/
Cc1nnc(SCC(=O)N(CC(C)C)C2CCS(=O)(=O)C2)s1 (stereo not given),/,/,/,0.8%[50 µM],/,/,0.4%,0.5,47,2%,/,/
N/C(=N\N=C/c1ccc(F)cc1)N/N=C\c1ccc(F)cc1,/,/,-6%,-2.2%,1%,-8%,-2.2%,6.2,65,-13%,/,/
CCN1CCN(c2nc(-c3ccccn3)nc3ccccc23)CC1,9,14,-6%,0.9%,22%,-5%,1.1%,1.6,84,-1%,i,-1

# The last 2 records of the section above open the next one:
SMILES,WT yeast gro inh,WT yeast gro inh mutant strain,GPR35 antagonists,K1F lysis inhibition,AID2073,LYP phosphatase,RSV antiviral HEp-2,NTR1 ag,NTR1 ag cell count 20 µM,Dengue-2 NS5 capping,Autophagy HCS,Autophagy HCS cell loss 18 h
N/C(=N\N=C/c1ccc(F)cc1)N/N=C\c1ccc(F)cc1,/,/,-6%,-2.2%,1%,-8%,-2.2%,6.2,65,-13%,/,/
CCN1CCN(c2nc(-c3ccccn3)nc3ccccc23)CC1,9,14,-6%,0.9%,22%,-5%,1.1%,1.6,84,-1%,i,-1
Cn1cc(S(=O)(=O)N2CCc3ccccc3C2)c(=O)n(C)c1=O,-19,-4,-2%,1.8%,2%,-3%,2.3%,4.3,57,-1%,i,18
NC(=O)c1ccsc1NC(=O)COC(=O)Cc1cccc2ccccc12,78*,71*,5%,-0.8%,-1%,-6%,3.1%,12,39,-8%,i,-1
COCCNC(=O)C(OC(=O)c1ccco1)c1ccccc1OC (stereo not given),-3,-22,17%,0.5%,10%,-5%,0.3%,-1.2,96,-11%,i,46
CC1CCCC(C)N1C(=O)CSc1nnc(C2CCCCC2)o1 (stereo not given),0,-2,-6%,1.4%,-1%,-11%,1.7%,-0.3,65,-2%,i,10
COCCN(C(=O)CC(C)(C)C)c1nnc(-c2cccnc2)s1,-16,-1,1%,0.2%,1%,-6%,-1.3%,-1.0,42,-3%,i,1
O=C(NO)C1CC2C=CC1C2 (stereo not given),16,11,-3%,3.8%,10%,-2%,0.1%,0.1,60,-6%,i,19
Cc1cc(Cl)c(S(=O)(=O)NCc2ccncc2)cc1OCC(N)=O,3,8,8%,6.0%,-4%,-1%,1.3%,0.0,52,0%,i,0
CC1CCN(C(=O)c2cc3c(=O)n4ccccc4nc3s2)CC1,/,/,-1%,-1.4%,24%,-12%,1.4%,-0.1,50,-4%,/,/
CC1(C)CC(=O)C(C2=NC(C)(C)Cc3ccccc32)=C(O)C1,0,14,-4%,1.2%,-6%,-3%,-1.2%,1.6,43,-9%,i,-8
C/C(N)=C(/C#N)C(=O)CSc1nnc(COc2ccccc2Cl)o1,-2,1,1%,-2.5%&0.1%,2%,-12%,2.8%,-1.1,83,-3%&2%,i,-6
Cc1ccccc1C(=O)Oc1ccc(Sc2ccc(O)cc2)cc1,87*,33*,11%,/,3%,-3%,?,7.6,53,/,i,29
Cc1ccc(C)c(OCc2nnc(NC(=O)c3ccco3)s2)c1,-3,-14,-16%,1.8%,2%,-6%,18%,0.2,56,-6%,i,-5
CCC(CC)C(=O)Nc1ccc(C(=O)Nc2cc(C)on2)cc1,-2,0,3%,0.3%,-2%,-4%,0.7%,1.5,52,5%,i,2
O=C(c1cccc(C(F)(F)F)c1)C1CCCN(C(=O)CCc2cnccn2)C1 (stereo not given),2,4,-6%,-0.7%,6%,-8%,0.0%,0.3,55,-4%,i,-21
